# Assay outcomes deposited in PubChem BioAssay by National Center for Advancing Translational Sciences (NCATS).
# Menin MLL FP TR = qHTS Assay for Inhibitors Targeting the Menin-MLL Interaction in MLL Related Leukemias: Competition With Texas Red Labeled MLL-derived Mutant Peptide; O00255; Menin + Texas Red MLL mutant peptide, fluorescence polarization; Potency, µM (titrated, usually from 61.6 µM), for inactives: at the highest dose FP activity change, negative = inhibition, most hits filed as inhibitors; 270,000 compounds, 0.23% hits; AID 1768, 2009; active means well fitted inhibition curve with a large enough effect in the polarisation, with a control signal flat, not every such curve was filed as active; inconclusive means small, poorly fitted or top-dose-only effect, or effect the other way, or a change in a side signal; inactive means no such curve, though single readings can be large or run the other way; the % refers to the polarisation; further: potency means the concentration at half of the fitted maximal effect; % of control where 0% means no effect; many of its hits are not listed in these tables
# ASM inhibitor = Inhibitors of Secretory Acid Sphingomyelinase (S-ASM): qHTS. Sphingomyelin phosphodiesterase (Homo sapiens), P17405. Potency, µM (top dose mostly 57.5 µM), for inactives: top-dose activity change, negative = inhibition, hits mostly inhibitors. 340,000 compounds, 0.006% hits. placental ASM, HMU-PC fluorogenic substrate, 60 min. AID 504937, 2011; further: potency means the concentration at half of the fitted maximal effect
#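 HMU-PC0 cleavage (9 uM final) by human placental ASM, 60 min at 37 °C following 10 min compound exposure at RT; stopped at pH 10, fluorescence Ex 386/Em 447 nm.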
# PTAP TSG101 blk = qHTS Assay for Iinhibitors of HIV-1 Budding by Blocking the Interaction of PTAP/TSG101; Tumor susceptibility gene 101 protein (Homo sapiens), Q99816; Fluorescence polarization, FITC-PTAP peptide / Tsg101 binding; Potency, µM (highest dose often 115 µM), for the others: at the top dose activity change, negative = inhibition, actives largely listed as inhibitors; 340,000 tested, under 10 active; AID 493005, 2010; active means well fitted inhibition curve with a large enough effect in the main read-out, with a control signal flat, not every such curve was filed as active; inconclusive means small, poorly fitted or top-dose-only effect, or effect the other way, or a change in a side signal; inactive means no such curve, though single readings can be large or run the other way; further: potency means the concentration at half of the fitted maximal effect; % of control where 0% means no effect
#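 Compounds were pin-transferred onto Tsg101 binding domain (10 uM final) in HEPES pH 7.5 buffer, then FITC-PTAP peptide was added at 50 nM final. After 20 min at RT, polarization reported peptide displacement across a qHTS concentration series.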
# B2AR arrestin = qHTS assay of beta-arrestin-biased ligands of beta2-adrenergic receptor | Potency, µM (series often up to 46.1 µM), without a hit: at the highest dose activation, hits mostly activators | Beta-2 adrenergic receptor (Homo sapiens), P07550 | 330,000 compounds, 0.02% hits | beta-arrestin recruitment to beta2AR, cell-based reporter;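 further: potency means the concentration at half of the fitted maximal effect; 0% = DMSO controls and full agonism = EC100 isoproterenol or metaproterenol; nearly all actives have a fitted effect of over 65% in size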
# Integrin act MD = qHTS for Activators of Integrin-Mediated Alleviation for Muscular Dystrophy; alpha7betagal myoblasts, beta-gal FDG fluorescence, 48 h; Potency, µM (doses to about 38.3 µM), for inactives: at the top dose activation, most hits filed as activators; 350,000 compounds, 0.064% hits; AID 624291, 2012;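 further: potency means the concentration at half of the fitted maximal effect; 100% = response of the positive control SU9516; nearly all actives have a fitted effect of over 60% in size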
#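 alpha7betagal+/- myoblasts (passage 13, 250/well) treated 48 h at 37C with compounds at 1:260 dilution of DMSO stock. Lysed, then beta-galactosidase activity read as FDG fluorescence (ex 480/em 540) after 30 min, with pre-read for autofluorescence.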
# BCR signal inh = qHTS Assay to Find Inhibitors of Chronic Active B-Cell Receptor Signaling. Potency, µM (titrated, usually from 46.1 µM), for inactives: top-dose ratio change, negative = lower green/red ratio, most hits filed as inhibitors. 340,000 compounds, 0.05% hits. ABC-DLBCL IkBa-CBG/CBR reporter, luminescence ratio, 4 h; active means well fitted inhibition curve with a large enough effect in the signal ratio, with a control signal flat, not every such curve was filed as active; inconclusive means small, poorly fitted or top-dose-only effect, or effect the other way, or a change in a side signal; the % refers to the signal ratio;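 further: potency means the concentration at half of the fitted maximal effect; plate controls were basal doxycycline-induced cells for no effect and cells given 10 µM MG132 for full effect; MG132 reads +100%, hits lower the ratio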
#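 Concentration-response series (up to 46 uM) were applied to TMD8 dual-reporter cells for 4 h at 37C with doxycycline. Green/red ratio, after filter-overlap correction, defined %Activity; red signal alone was normalised to basal cells and zero luminescence.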
# GALK inhibitor = qHTS Assay for Inhibitors of Human Galactokinase (GALK). 270,000 compounds, 0.007% hits. P51570. Potency, µM (top dose mostly 57.5 µM), without a hit: top-dose activity change, negative = inhibition, most hits filed as inhibitors. Purified GALK, Kinase-Glo residual ATP luminescence; further: potency means the concentration at half of the fitted maximal effect; on the % scale 0 is the no-effect control and ±100 the full control effect
# Target sequence (P51570 whole entry, looked up): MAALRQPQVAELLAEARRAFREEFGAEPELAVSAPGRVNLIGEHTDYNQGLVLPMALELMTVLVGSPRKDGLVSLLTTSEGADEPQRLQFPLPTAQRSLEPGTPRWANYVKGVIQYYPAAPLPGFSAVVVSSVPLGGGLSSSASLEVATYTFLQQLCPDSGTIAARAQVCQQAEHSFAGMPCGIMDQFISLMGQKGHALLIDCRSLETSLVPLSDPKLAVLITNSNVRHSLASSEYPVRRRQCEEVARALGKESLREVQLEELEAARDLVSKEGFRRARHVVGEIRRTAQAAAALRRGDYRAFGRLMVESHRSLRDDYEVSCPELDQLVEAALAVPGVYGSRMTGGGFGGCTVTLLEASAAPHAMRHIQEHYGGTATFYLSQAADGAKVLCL
#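 Human GALK (5 nM) with 35 uM ATP and 100 uM galactose in 20 mM HEPES pH 8.0, 5 mM MgCl2, 60 mM NaCl, 1 mM DTT, 0.01% BSA. After 1 h at room temperature, leftover ATP was read by Kinase-Glo Plus luminescence.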
# Tb PFK block = qHTS Assay to Find Inhibitors of T. brucei phosphofructokinase; Potency, µM (highest dose often 57.5 µM), for inactives: top-dose activity, negative = inhibition, actives largely listed as inhibitors; ATP-dependent 6-phosphofructokinase (Trypanosoma brucei brucei), O15648; 330,000 compounds, 0.17% hits; T. brucei PFK, ADP-Glo luminescence;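 further: potency means the concentration at half of the fitted maximal effect; 0% = uninhibited 1x PFK enzyme wells and -100% = no-enzyme wells; nearly all actives have a fitted effect of over 60% in size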
# Target sequence (O15648 whole entry, looked up): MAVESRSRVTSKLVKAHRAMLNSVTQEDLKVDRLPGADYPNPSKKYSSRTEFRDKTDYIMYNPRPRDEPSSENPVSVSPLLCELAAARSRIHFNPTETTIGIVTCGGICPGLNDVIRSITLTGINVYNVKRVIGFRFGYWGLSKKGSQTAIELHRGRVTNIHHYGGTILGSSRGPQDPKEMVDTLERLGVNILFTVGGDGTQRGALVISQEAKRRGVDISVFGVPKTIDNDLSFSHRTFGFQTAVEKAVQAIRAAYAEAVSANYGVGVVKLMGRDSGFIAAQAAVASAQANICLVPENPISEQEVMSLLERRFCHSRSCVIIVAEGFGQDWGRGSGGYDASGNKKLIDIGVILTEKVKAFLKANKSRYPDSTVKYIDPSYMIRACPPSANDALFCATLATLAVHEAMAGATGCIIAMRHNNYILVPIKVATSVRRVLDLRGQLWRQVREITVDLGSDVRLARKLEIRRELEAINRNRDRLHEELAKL
#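 Activity is normalized to no-enzyme wells (full inhibition) and 1.25 nM enzyme wells (no inhibition). Reaction: 0.5 mM F6P, 0.1 mM ATP, 45 min RT, ADP-Glo luminescence; concentration-response curves fitted and classed by quality.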
# Giardia kill = Small Molecules that selectively kill Giardia lamblia: qHTS; activity change, % at 7.66 µM, hits read low; Giardia lamblia trophozoite viability; 340,000 compounds, 0.15% hits; in the data active means activity change below about -80%; inconclusive means between about -30% and that limit;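 further: parasites exposed to compound for two days anaerobically before the ATP read; on the % scale 0 is the no-effect control and ±100 the full control effect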
#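 Giardia lamblia trophozoites (100 cells/well) were incubated with compounds for 48 h at 37 deg C under anaerobic conditions. Viability was read as ATP content by one-step luminescence after 15-30 min at room temperature.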
# PKM2 act = qHTS Assay for Activators of Human Muscle isoform 2 Pyruvate Kinase; Pyruvate kinase PKM (Homo sapiens), P14618; purified PKM2, Kinase-Glo ATP luminescence, activation; response scale: 0% is enzyme alone, no compound; Potency, µM (doses to about 57.5 µM), inactives show at the top dose activation, most hits filed as activators; 260,000 compounds, 0.34% hits; AID 1631, 2009; further: potency means the concentration at half of the fitted maximal effect; on the % scale 0 is the no-effect control and ±100 the full control effect; nearly all actives have a fitted effect of over 55% in size
#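 hPK-M2, >95% pure; 0.1 mM ADP / 0.5 mM PEP final; imidazole pH7.2 buffer w/ 7 mM MgCl2, 50 mM KCl; 1 h RT; Kinase-Glo lum. Intermediate enzyme activity for dual inhibitor/activator qHTS.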
# Coupling enz = qHTS Assay for Inhibitors of Fructose-1,6-bisphosphate Aldolase from Giardia Lamblia: Coupling assay counterscreen | coupling enzyme system counterscreen, AmpLite Red fluorescence | activity change, negative = inhibition, % at 58.2 µM, hits read low | 290,000 compounds, 0.67% hits | AID 2472, 2010; in the data active means activity change below about -30%; further: on the % scale 0 is the no-effect control and ±100 the full control effect
#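 Coupling enzymes only (glyceraldehyde-3-phosphate) + compound, at 57.5 uM final, 10 min RT; add substrate/coupling/AmpLite Red mix, 20 min RT; fluorescence ex 525/em 598 nm. Actives flag coupling-system interference.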
# Starred values were filed as active, the others as inactive; ? = inconclusive; · = not tested or not shown; [ ] = dose if it differs, or a comment. Unless noted, the call rests on the fitted dose curve; in most records, active means well fitted curve in the direction sought with a large enough effect; inconclusive means small, poorly fitted or top-dose-only effect, or another doubt; inactive means no such curve, though single readings can be large; an effect the other way counts as inactive or inconclusive. Not all compounds are listed; the hit share may differ from the screen's.
SMILES,Menin MLL FP TR,ASM inhibitor,PTAP TSG101 blk,B2AR arrestin,Integrin act MD,BCR signal inh,GALK inhibitor,Tb PFK block,Giardia kill,PKM2 act,Coupling enz
COc1cccc(N=c2oc3c(C)ncc(CO)c3cc2C(N)=O)c1,7.7%,-6.2%,-1.8%,0.0%,-17.6%[7.66 µM],?,-3.8%,-0.6%,3.5,-7.9%,·
COC(CNS(=O)(=O)c1ccc(S(=O)(=O)N2CCCC2)cc1)OC,21.9%,2.9%,-8.9%,-0.3%,8.1%,2.4%,4.9%,-2.9%,-9.6,-2.8%,2.4
CC(C)CN1CCC(=O)N([C@H](CSc2ccccc2)Cc2ccccc2)CC1,-6.1%,3.6%,0.7%,0.2%,-23.5%,-0.8%,·,-5.1%,7.3,2.7%,-0.2
Cc1cc(OCC(=O)OCC(=O)Nc2cc(S(=O)(=O)N3CCOCC3)ccc2Cl)ccc1Cl,·,-13.1%,-3.1%,0.4%,-10.0%,-0.3%,·,-9.5%,2.6,·,·
COc1ccc(-c2noc(-c3cccc(OC)c3OC)n2)cc1OC,15.3%,-0.6%,-8.1%,-0.1%,-40.1%,?,1.5%,0.6%,-14.1,-7.9%,-1.1
O=[N+]([O-])c1ccccc1N/N=C\c1ccccc1F,·,-11.3%,-3.3%,0.2%,17.5%,-10.0%,3.2%,-14.4%,-1.3,-19.5%,0.0
COc1cccc(-n2nnnc2SCC(=O)Nc2ccc(NC(C)=O)cc2)c1,-20.7%,-2.2%,-1.6%,-0.4%,-28.0%,-1.6%,-1.7%,-8.6%,5.9,·,0.2
COC(=O)c1cc(C(=O)OCC(=O)N(C)C2CCS(=O)(=O)C2)cc([N+](=O)[O-])c1 (centres undefined),-0.9%,-1.7%,-9.3%,-0.7%,30.1%,?,0.0%,-5.5%,-17.5,-2.1%,1.9
Cc1ccc(/C=N/NC(=S)NCCc2ccccc2)s1,?,-7.5%,2.1%,-0.4%,-26.1%,?,-3.8%,3.3%,0.0,-4.2%,-2.6
COc1ccccc1NC(=O)N1CCN(c2ccnc3cc(Cl)ccc23)CC1,·,-2.9%,-3.4%,0.3%,-19.5%,?,1.3%,-22.5%,16.1,-7.0%,-6.8
CS(=O)(=O)N(CC(=O)Nc1cc(Cl)ccc1Cl)c1ccccc1,-0.7%,-2.5%,-2.0%,-0.2%,-21.4%,4.0%,0.4%,0.7%,0.2,0.9%,2.8
CCn1c(=NC(=O)C2COc3ccccc3O2)sc2c(C)ccc(OC)c21 (centres undefined),·,-16.0%,-5.0%,3.6%,-27.6%,17.2%,-3.0%,2.2%,3.9,-2.0%,2.3
CN1C(=O)Cc2cc(S(=O)(=O)NCCc3ccccc3)ccc21,6.0%,0.1%,-0.3%,-0.3%,3.1%,12.0%,7.9%,-0.5%,-2.2,?,6.2
CCC(C)(C)NC(=O)C(c1cccc(OC)c1)N(C(=O)c1ccn[nH]1)c1cccc(OC)c1 (centres undefined),-13.6%,3.1%,-4.3%,-1.2%,-20.1%,-2.6%,-3.0%,1.1%,5.0,8.2%,-2.0
CC(=O)NC(CCS(C)(=O)=O)C(=O)Nc1ccc2c(c1)OCO2 (centres undefined),11.3%,-6.3%,-5.6%,0.4%,-7.7%,8.1%,2.0%,-7.7%,7.6,0.7%,1.3
COc1ccc(-c2ccc(CO)o2)cc1N,9.4%,2.8%,-0.2%,0.4%,-20.5%,15.7%,-2.4%,-6.8%,1.2,-1.1%,1.1
CCCCN(CCCC)CCCNC(=O)CC1Oc2ccc(C)cc2NC1=O (centres undefined),-11.9%,1.1%,·,-0.2%,-14.9%,?,-3.1%,-2.6%,11.4,1.2%,0.2
CC(C)n1c2ccccc2c2cc([N+](=O)[O-])ccc21,?,-0.5%,-9.3%,-0.1%,3.2%,?,-1.3%,2.5%,-15.2,2.0%,-3.2
CCOc1ccccc1N(CC(=O)NCc1ccccc1)C(=O)CCC(=O)Nc1cc(C)ccn1,?,3.4%,-0.2%,-0.1%,-10.1%,?,-0.4%,3.6%,5.2,1.6%,0.5
O=C(c1c[nH]c2ccccc12)C(F)(F)F,·,-1.9%,-0.2%,0.2%,?,?,0.0%,4.4%,-0.3,-0.4%,2.2
O=C(Nc1ccnn1C1CCN(C(=O)c2cccc(Cl)c2)CC1)C1CCOC1 (centres undefined),·,2.1%,-1.9%,0.0%,-0.2%,0.4%,-3.3%,-6.5%,3.9,-7.2%,·
O=[N+]([O-])c1cccnc1Oc1ccc(F)cc1F,·,41.6%,-0.4%,-0.1%,11.5%,-15.6%,1.3%,0.0%,-4.3,4.9%,2.4
CCCCCN1N=C(C)CC1=O,-0.4%,3.6%,0.0%,0.1%,-586.7%[inhibitor],-0.8%,12.3%,4.1%,7.0,2.5%,-0.5
Cc1sc2nc(CSCC(=O)Nc3ccc(OC(F)F)cc3)[nH]c(=O)c2c1C,13.7%,-0.5%,-0.9%,0.2%,14.8%,6.2%,-1.9%,0.0%,3.3,4.5%,-6.0
CN(Cc1ccccc1)C(=O)c1cccc(C(=O)N(C)Cc2ccccc2)c1,?,-1.4%,-8.0%,-0.9%,-15.4%,-0.4%,·,1.2%,-3.6,·,-0.2
COc1ccc(OC)c(NC(=O)CN2C(=O)NC3(CCOc4ccccc43)C2=O)c1 (centres undefined),2.4%,2.1%,-2.1%,0.5%,10.3%,?,-2.8%,0.3%,-29.5,2.4%,-1.4
O=C(CN1CCN(Cc2ccccc2Cl)C1=O)NCc1ccccn1,·,-3.8%,-5.3%,-0.2%,2.5%,?,2.2%,-3.5%,9.7,-10.4%,-0.7
Cc1cc(C)nc(SCc2nnc(SCC(=O)Nc3nc(-c4ccccc4)cs3)n2-c2ccccc2)n1,·,-7.3%,-8.4%,0.1%,-18.2%,?,-0.1%,0.7%,10.2,2.4%,9.5
COc1ccc(/C(O)=C2\C(=O)C(=O)N(c3cc(C)on3)C2c2ccccc2OC)cc1 (centres undefined),-24.9%,0.2%,-5.9%,-0.4%,12.7%,?,0.8%,-8.2%,22.0,-1.4%,-0.9
NC(=O)CC(NC(=O)c1ccccc1)c1ccc(N2CCCCCCC2)c([N+](=O)[O-])c1 (centres undefined),1.0%,-2.5%,-3.4%,-0.2%,-12.3%,-5.6%,·,0.1%,-17.0,-1.1%,1.9
CC(=O)NC(Cc1ccccc1F)C(=O)NC1CCN(C(=O)Nc2ccc(C)cc2)CC1 (centres undefined),·,-0.2%,-6.3%,-0.3%,-15.6%,?,-2.3%,-2.6%,-20.5,·,0.1
CC1(C)CC2CC(C)(CN2C(=O)COC(=O)c2ccccc2C(F)(F)F)C1 (centres undefined),·,2.0%,0.1%,2.6%,8.5%,0.2%,·,-0.6%,-17.6,·,·
CCOc1ccc(NC(=O)COC(=O)c2n[nH]c3ccccc23)cc1,·,-3.4%,0.8%,-0.4%,3.6%,?,·,1.4%,-4.0,·,·
NC(=O)C[C@H](NC(=O)c1ccc(Cl)cc1)C(=O)OCc1ccccc1,·,0.5%,-7.7%,-0.9%,-9.6%,-0.7%,·,6.1%,-27.4,·,·
Cc1ccc2c(c1)N(CC(=O)N1CCN(C3CCCCC3)CC1)C(=O)CO2,-15.4%,0.8%,-6.1%,0.1%,-17.5%,-8.6%,-3.3%,-1.1%,-3.8,-0.3%,-0.1
